# Pin1 inh: inhibitors of human Pin1; actives 0.009% (n = 390,000); AID 504891; Q13526; Potency, µM (series often up to 115 µM), inactives show at the top dose activity, negative = inhibition, actives largely listed as inhibitors; Pin1 FP peptide displacement, HiFluor488, 10 min; active means well fitted inhibition curve with a large enough effect in the polarisation, with a control signal flat, not every such curve was filed as active; inconclusive means small, poorly fitted or top-dose-only effect, or effect the other way, or a change in a side signal; inactive means no such curve, though single readings can be large or run the other way; the % refers to the polarisation
# Target sequence (Q13526 whole entry, looked up): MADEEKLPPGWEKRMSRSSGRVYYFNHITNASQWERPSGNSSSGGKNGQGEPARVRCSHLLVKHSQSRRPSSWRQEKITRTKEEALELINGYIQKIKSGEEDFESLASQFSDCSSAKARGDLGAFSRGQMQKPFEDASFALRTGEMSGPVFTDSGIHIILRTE
# BLM helicase inh: Bloom syndrome helicase (human) inhibition; actives 0.2% (n = 350,000); AID 2528; P54132; recombinant BLM DNA unwinding, fluorescence dequenching; Potency, µM (series often up to 56.1 µM), for the others: at the top dose activity change, negative = inhibition, most hits filed as inhibitors;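 further: plate controls were vehicle for no effect and no enzyme for full effect; nearly all actives have a fitted effect of over 35% in size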
# G9a block: inhibitors of human histone lysine methyltransferase G9a; G9a H3K9 monomethylation, AlphaScreen, 2 h; AID 504332; Potency, µM (highest dose often 102 µM), for the others: at the top dose activity, negative = inhibition, usual class: inhibitors; Q96KQ7; actives 8.8% (n = 350,000); further: nearly all actives have a fitted effect of over 75% in size
# Target sequence (Q96KQ7 913-1193 limits assumed): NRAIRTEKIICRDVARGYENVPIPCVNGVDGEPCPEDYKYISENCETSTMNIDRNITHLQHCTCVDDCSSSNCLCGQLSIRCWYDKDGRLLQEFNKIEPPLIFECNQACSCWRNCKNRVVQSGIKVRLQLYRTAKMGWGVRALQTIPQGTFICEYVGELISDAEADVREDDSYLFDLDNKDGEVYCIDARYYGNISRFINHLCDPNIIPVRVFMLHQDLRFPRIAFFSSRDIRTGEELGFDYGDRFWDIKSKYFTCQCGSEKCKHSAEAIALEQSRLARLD
#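 AlphaScreen detection with an anti-monomethyl H3K9 antibody quantified product after a 2 h room-temperature reaction containing 500 nM biotinylated H3K9 peptide, 20 µM SAM and 20 nM enzyme, which had been preincubated 15 min with compound.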
# Active calls of the source: *; ? = inconclusive; · = no result given; & = joins results of further samples; [ ] = remark or other dose. Unless noted, the call rests on the fitted dose curve; in most records, active means well fitted curve in the direction sought with a large enough effect; inconclusive means small, poorly fitted or top-dose-only effect, or another doubt; inactive means no such curve, though single readings can be large; an effect the other way counts as inactive or inconclusive. Unless noted, on the % scale 0 is the no-effect control and ±100 the full control effect; potency means the concentration at half of the fitted maximal effect. A portion of the library; rates above refer to the full screens.
smiles	Pin1 inh	G9a block	BLM helicase inh
CSCC[C@H](NC(=O)[C@H](CC(C)C)NC(=O)[C@H](Cc1c[nH]c2ccccc12)NC(=O)[C@H](CCC(N)=O)NC(=O)[C@@H](NC(=O)[C@H](Cc1ccccc1)NC(=O)[C@H](CC(=O)O)NC(=O)[C@H](CCC(N)=O)NC(=O)[C@H](C)NC(=O)[C@H](CCCNC(=N)N)NC(=O)[C@H](CCCNC(=N)N)NC(=O)[C@H](CO)NC(=O)[C@H](CC(=O)O)NC(=O)[C@H](CC(C)C)NC(=O)[C@H](Cc1ccc(O)cc1)NC(=O)[C@H](CCCCN)NC(=O)[C@H](CO)NC(=O)[C@H](Cc1ccc(O)cc1)NC(=O)[C@H](CC(=O)O)NC(=O)[C@H](CO)NC(=O)[C@@H](NC(=O)[C@H](Cc1ccccc1)NC(=O)[C@@H](NC(=O)CNC(=O)[C@H](CCC(N)=O)NC(=O)[C@H](CO)NC(=O)[C@@H](N)Cc1cnc[nH]1)[C@@H](C)O)[C@@H](C)O)C(C)C)C(=O)N[C@@H](CC(N)=O)C(=O)N[C@H](C(=O)O)[C@@H](C)O	·	·	2.5%
O=C(O)CCC1CCCC1	·	·	1.9%
C=C(C(C)=O)C(O)c1ccc([N+](=O)[O-])cc1 (configuration not stated)	·	·	4.3%
COC(=O)[C@@]1(Cc2ccc(OC)cc2)[C@H]2c3cc(C(=O)N(C)C)n(Cc4ccc(C)o4)c3C[C@H]2CN1C(=O)c1ccccc1	·	·	-1.3%
O=C1[C@@H]2[C@H]3[C@H](O)[C@H](O)C/C(=N/OC[C@@H](O)COCc4ccco4)[C@@H]3CC[C@H]2C(=O)N1c1ccc(F)cc1F	·	·	-2.4%[12.4 µM]
COC(=O)C1=C(C(=O)OC)[C@@H]2Nc3ccccc3[C@@]23C[C@@H](C(=O)OC)N(S(=O)(=O)c2ccc(OC)cc2)C3=N1	·	·	0.7%[12.4 µM]
COC(=O)C1=C2N(Cc3ccccc3)C(C)=C(C(=O)OC)C(c3ccccc3)N2C(=O)[C@](O)(C(=O)OC)C1 (some centres not stated)	·	·	0.5%&-0.5%[12.4 µM]
CC1(O)C(=O)C=C2C=C(c3ccc(C#N)cc3)OC=C2C1=O (configuration not stated)	·	·	-6.6%
CCOC(=O)CCCNC(=O)N1CCc2nc(-c3ccccc3)c3c(c2C1)CO[C@@H](C)C3	·	·	-3.8%[12.4 µM]
c1ccc(-c2nc(-c3cccc4ccccc34)c(NC3CCCCC3)o2)cc1	·	·	2.8%
COc1ccc(NC(=O)N2CCc3nc(-c4ccccc4)c4c(c3C2)CO[C@@H](C)C4)cc1	·	·	1.6%[12.4 µM]
COC(=O)c1ccc(C(NC(=O)OCc2ccccc2)/C(C)=C/[C@@H](C)C(=O)NCc2cccnc2)cc1 (some centres not stated)	·	·	-1.3%
COc1ccc(COC(=O)N/N=C2/C[C@@H](O)[C@@H](O)[C@@H]3[C@H]4C(=O)N(c5ccc(F)cc5F)C(=O)[C@@H]4CC[C@@H]23)cc1	·	·	-12.0%[12.4 µM]
COc1ccc2c(c1)O[C@@H](c1cccc(C(F)(F)F)c1)[C@H](OC(=O)NCc1ccco1)C2=O	·	·	-1.0%
CCCCS(=O)(=O)N1CCc2nc(COc3ccccc3)c3c(c2C1)CO[C@@H](C)C3	·	·	1.2%[12.4 µM]
CC(C)(C)OC(=O)N[C@@H](Cc1c[nH]c2ccccc12)C(=O)O	·	·	2.5%
COC(=O)[C@@]1(Cc2ccc(OC)cc2)[C@H]2c3cc(C(=O)N(C)C)n(Cc4ccc(Cl)c(C(F)(F)F)c4)c3C[C@H]2CN1C(=O)c1ccccc1	·	·	-14.7%
COc1ccc(-c2c(O)c3cc(O)cc(O)c3oc2=O)cc1	·	·	-10.6%
CCCCCCCCCCCCCc1ccco1	·	·	-13.0%
C=C/C(=C\C)C[C@@H](CC(=O)N[C@@H](CCC(=O)O)CC(=O)O)NC(=O)[C@@H]1CNCC[C@H]1NC(=O)C[C@@H](NC(=O)C[C@H](Cc1ccccc1)NC(=O)[C@@H]1CCCC[C@H]1N)C(C)C	·	·	4.0%
CCCCCCCCCCCCC/C=C\[C@@H](O)[C@@H](N)CO	·	·	-1.2%
Cc1cc([C@](C)(N)C(=O)O)ccc1P(=O)(O)O	·	·	0.3%
c1ccc(Nc2ncnc3ccc(-c4ccc5c(c4)OCO5)cc23)cc1	·	·	-1.9%
O=C(Oc1ccccc1)C1O[C@@H]1c1ccccc1 (some centres not stated)	·	·	2.2%
Cn1ncc(S(=O)(=O)Cc2ccccc2)c(Br)c1=O	·	1.5µM*	·
CC(=O)SC1CC2=CC(=O)CC[C@]2(C)C2CC[C@@]3(C)C(CC[C@@]34CCC(=O)O4)C12 (some centres not stated)	·	27.1%[59 µM]	·
O=C(NCCCN1CCCCCC1)C(c1ccccc1)C1CCCCC1 (configuration not stated)	·	22.2%[59 µM]	·
CCc1c(C(=O)NCCc2ccc(N3CCCCC3)cc2)[nH]c2ccc(Cl)cc12	·	28.2µM*	·
Nc1ncnc2c1nc(Br)n2C1OC2COP(=O)(O)O[C@@H]2C1O (some centres not stated)	·	?	·
Nc1ncnc2c1ncn2[C@@H]1O[C@H](COP(=O)(O)OP(=O)(O)OC[C@H]2OC(O)[C@H](O)[C@@H]2O)[C@@H](O)[C@H]1O (some centres not stated)	·	17.1%[59 µM]	·
NC(N)=NCCC[C@H](NC(=O)[C@@H](N)Cc1ccc(O)cc1)C(=O)O	·	47.9%[59 µM]	·
O=c1[nH]c(=S)[nH]c(-c2ccccc2)c1Cc1c(O)ccc2ccccc12	·	16.1%[59 µM]	·
C[C@H](NC(=O)CNC(=O)[C@@H](NC(=O)[C@H](Cc1ccccc1)NC(=O)CNC(=O)CNC(=O)[C@@H](N)Cc1ccccc1)[C@@H](C)O)C(=O)N[C@@H](CCCN=C(N)N)C(=O)N[C@@H](CCCCN)C(=O)N[C@@H](CO)C(=O)N[C@@H](C)C(=O)N[C@@H](CCCN=C(N)N)C(=O)N[C@H](CN)CCCCN	·	10.0%[59 µM]	·
CN(C)C(=O)OC1=C(c2ccccc2)Sc2ccccc2-n2cccc21	·	-25.8%[59 µM]	·
O=c1cc(-c2ccccc2F)[nH]c2cc3c(cc12)OCO3	·	-7.1%[59 µM]	·
C[C@@H](N)CCCP(=O)(O)O	·	?	·
NC(=NCc1ccc(Cl)cc1Cl)NC(=O)c1nc(Cl)c(N)nc1N	·	1.9%[59 µM]	·
CCCCCCCCCCCCCCCC(=O)C1=C(O)C(CO)OC1=O (configuration not stated)	·	10µM*	·
[C-]#[N+]c1cc(-c2ccncc2)c(C)[nH]c1=O	·	17.7%[59 µM]	·
C[C@](Cc1ccc(O)c(O)c1)(NN)C(=O)O	·	2.24µM*	·
CC(C)c1cnc(NC(=O)Cc2ccccc2)s1	·	?	·
CS(=O)(=O)Nc1c(O)ccc2c1CCCC2C1=NCCN1 (configuration not stated)	·	22.0%[59 µM]	·
Nc1nc(Cl)nc2c1ncn2[C@@H]1O[C@H](COP(=O)(O)OP(=O)(O)OP(=O)(O)O)[C@@H](O)[C@H]1O	·	26.7µM*	·
CCCC1(C)C(C#N)(C#N)C1(C#N)C#N	·	8.91µM*	·
C=C1CC[C@H](O)C/C1=C/C=C1\CCC[C@]2(C)C([C@H](C)CCCC(C)(C)O)CC[C@@H]12 (some centres not stated)	·	22.1%&-0.3%[59 µM]	·
CNCC(=O)NCC(=O)N[C@@H](Cc1ccccc1)C(=O)N[C@@H](CC(C)C)C(=O)O	·	9.1%[59 µM]	·
N#Cc1ccccc1OCC(O)CNCCNC(=O)Nc1ccccc1 (configuration not stated)	·	37.2%[59 µM]	·
N[C@@]1(C(=O)O)CN[C@@H](C(=O)O)C1	·	28.7%[59 µM]	·
Nc1cc(N2CCCCC2)nc(N)[n+]1OS(=O)(=O)[O-]	·	27.4%&31.2%[59 µM]	·
C[C@H](CCC(=O)NCCS(=O)(=O)O)C1CC[C@H]2C3CC[C@@H]4C[C@H](O)CC[C@]4(C)C3C[C@H](O)[C@]12C (some centres not stated)	·	38.1%[59 µM]	·
CC(C)C[C@@H](/C=C/S(C)(=O)=O)NC(=O)[C@H](CC(C)C)NC(=O)[C@H](CC(C)C)NC(=O)OCc1ccccc1	·	36.3%[59 µM]	·
c1ccc2c(c1)CCC[C@H]2Nc1nc2ccccc2[nH]1	·	1.6%[59 µM]	·
CN1Cc2sccc2C(c2ccc(O)c(O)c2)C1 (configuration not stated)	·	8.44µM*	·
N[C@@H](C(=O)O)[C@@H](CC(=O)O)c1ccc(Cl)cc1	·	19.9%[59 µM]	·
N#Cc1cc([N+](=O)[O-])c2sc(C(N)=O)[n+]([O-])c2c1	·	28.2µM*	·
COc1ccc2[nH]cc(CCO)c2c1	·	29.4%[59 µM]	·
CSc1nc(N)c2ncn([C@@H]3O[C@H](COP(=O)(O)OP(=O)(O)OP(=O)(O)O)[C@@H](O)[C@H]3O)c2n1	·	36.8%[59 µM]	·
C=C1/C(=C\C=C2/CCC[C@]3(C)C([C@H](C)CCCC(C)(C)O)CC[C@@H]23)C[C@@H](O)C[C@@H]1O (some centres not stated)	·	-2.8%&10.3%[59 µM]	·
Nc1ncnc2c1ncn2[C@@H]1O[C@H](COP(=O)(O)OP(=O)(O)CP(=O)(O)O)[C@@H](O)[C@H]1O	·	-4.6%[59 µM]	·
Cc1cc(Cn2cnc3c2C[C@@H](C(=O)O)N(C(=O)C(c2ccccc2)c2ccccc2)C3)ccc1N	·	?	·

# Given field by field: part of the list above
O=C(NCCCN1CCCCCC1)C(c1ccccc1)C1CCCCC1 (configuration not stated)
  Pin1 inh: ·
  G9a block: 22.2%[59 µM]
  BLM helicase inh: ·
CCc1c(C(=O)NCCc2ccc(N3CCCCC3)cc2)[nH]c2ccc(Cl)cc12
  Pin1 inh: ·
  G9a block: 28.2µM*
  BLM helicase inh: ·
Nc1ncnc2c1nc(Br)n2C1OC2COP(=O)(O)O[C@@H]2C1O (some centres not stated)
  Pin1 inh: ·
  G9a block: ?
  BLM helicase inh: ·

# Next records follow.
smiles	Pin1 inh	G9a block	BLM helicase inh
C[N+]1(Cc2ccccc2)CCC(C(=O)OCC2CCCC2)CC1 (configuration not stated)	·	-31.6%[59 µM]	·
O=C1/C(=C/c2ccsc2)CC/C1=C\c1cccs1	·	?	·
CN1CC(O)C(O)C(O)C1CO (configuration not stated)	·	14.4%[59 µM]	·
CC[n+]1c(/C=C/C=C2/N(C)c3ccccc3C2(C)C)sc2ccccc21	·	8.91µM*	·
CCC(=O)NC1CCc2cccc(OC)c2C1 (configuration not stated)	·	?	·
CN1C2CCCC1CC(NC(=O)c1nn(C)c3ccccc13)C2 (configuration not stated)	·	?	·
CC(=O)C1CCN(c2ncc(-c3cccc(N(C)C)c3)s2)CC1	-1.1%	·	·
CN1CCN(c2ccc(CNc3nn4c(=O)c5ccccc5nc4s3)cc2)CC1	0.6%	·	·
NC(=O)C1CCN(c2nc(-c3ccc(Oc4ccccc4)cc3)cs2)CC1	-1.4%	·	·
CC(=O)Nc1sc2c(c1-c1nc3ccccc3o1)CCN(C(C)C)C2	?	·	·
NC(=O)C1CCN(c2nccc(Cl)n2)CC1	-4.0%	·	·
CC(C)(C)OC(=O)NC1CCN(c2nc(-c3ccc(Br)cc3)cs2)CC1	5.3%	·	·
NC(=O)C1CCN(c2nc(-c3ccc(-c4ccccc4)cc3)cs2)CC1	-2.0%	·	·
COc1ccc(-c2csc(N3CCC(C(N)=O)CC3)n2)cc1OC	5.6%	·	·
CC(C)Oc1ccc(-c2csc(N3CCC(C(N)=O)CC3)n2)cc1	-9.3%	·	·
CC(C)N1Cc2ccc(Nc3nn4c(=O)c5ccccc5nc4s3)cc2C1	-0.7%	·	·
CC(=O)Nc1sc2c(c1-c1cc3ccccc3[nH]1)CCNC2	-38.2%	·	·
Cc1ccc(-c2cnc(N3CCC(C(N)=O)CC3)s2)cc1	5.8%	·	·
Brc1ccc(-c2csc(N3CCNCC3)n2)cc1	2.0%	·	·
O=c1c2ccccc2nc2sc(Nc3ccc4c(c3)CNC4)nn12	0.3%	·	·
O=C(NCCc1ccccc1)C1CCN(c2nc(-c3ccc(Br)cc3)cs2)CC1	16.4%	·	·
O=C(Nc1ccccc1)C1CCN(c2nc(-c3ccc(Br)cc3)cs2)CC1	31.8%[activator]	·	·
CC(=O)N1CCN(c2cccc(Nc3nn4c(=O)c5ccccc5nc4s3)c2)CC1	0.5%	·	·
CNC(=O)C1CCN(c2nc(-c3ccc(Br)cc3)cs2)CC1	-5.0%	·	·
N#CC1CCN(c2nc(-c3ccc(Br)cc3)cs2)CC1	?	·	·
NC(=O)N1CCN(c2nc(-c3ccc(Br)cc3)cs2)CC1	-3.1%	·	·

# From PubChem BioAssay
